S100A4 inh HTS – inhibitors of human S100A4 binding to myosin IIA peptide | hit rate 0.14% among 360,000 | P26447 | AID 652163 | S100A4/TAMRA-MyoIIA peptide fluorescence polarization | inhibition, % at 10.7 µM;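 active means mean inhibition of at least 70% across replicates, with every replicate also reaching that level; inconclusive means mean inhibition reaches 70% but some replicates fall short; inactive means mean inhibition below 70%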
Target sequence (P26447 whole entry, looked up): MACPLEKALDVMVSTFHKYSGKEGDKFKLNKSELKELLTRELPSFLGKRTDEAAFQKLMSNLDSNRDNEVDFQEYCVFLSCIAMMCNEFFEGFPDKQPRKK
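System – human S100A4 monomer protein, biochemical binding assay · Buffer or medium – Calcium-containing HEPES buffer, pH 7.2 · Timing – 5 min between mix addition and reading · Also added – TAMRA-labelled myosin IIA heavy-chain peptide probe, 5 nM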
E-selectin induc – induces E-selectin expression in human endothelial cells; activation, % at 7.58 µM; hit rate 0.37% among 260,000; P16581; HUVEC E-selectin immunofluorescence imaging; normalized: neutral wells 0, TNF-alpha wells 100;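 active means mean E-selectin-positive cell signal at least 10% of the positive control, reached in at least 60% of replicates, without over 20% cell loss; inconclusive means no rule given, readout overlaps actives, possibly toxicity-flagged; inactive means the rest, including those meeting only one limit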;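 further: in these data hits start at about 27%; measured in HUVEC primary endothelial cells; signal is the percent of cells scored E-selectin positive by PE staining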
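Test system: HUVEC | Signal: Immunofluorescence imaging | Read-out: Percent E-selectin-positive cells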
PglD DTNB – inhibitors of Campylobacter jejuni PglD acetyltransferase; AID 602405; inhibition, % at 12.5 µM; purified PglD enzyme, DTNB colorimetric CoA detection; hit rate 0.098% among 360,000; in the data active means inhibition above about 16%, passing the limit was not always enough; inconclusive means no clear call, values can overlap the other calls; further: strong numbers were not always called active
DENV2 CPE – inhibitors of DENV2 cytopathic effect; DENV2-infected cells, cytopathic effect rescue, plate reader; CPE inhibition, % at 9.99 µM; hit rate 1.7% among 350,000; in the data active means CPE inhibition above about 20%, passing the limit was not always enough; inconclusive means no clear call, values can overlap the other calls; tested in BHK-21 cells;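 further: 0% = median of neutral control wells and 100% = median of positive control wells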
C2C12 statin – suppression of simvastatin myotoxicity. C2C12 myotubes + simvastatin, ATP luminescence, 48 h; scaled: DMSO 0, geranylgeraniol control 100. rescue of ATP level, % at 7.49 µM. hit rate 0.78% among 330,000. AID 602340;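 active means mean ATP rescue above about 67%, or every replicate alone reaching that limit, limit read from the data, passing the limit was not always enough; inconclusive means no clear call, values can overlap the other calls; inactive means mean under the limit and some replicate under it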;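 further: myotubes were challenged with 10 µM simvastatin during compound exposure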
SIRT5 block – inhibitors of human sirtuin-5 desuccinylase; Q9NXA8; hit rate 1.1% among 330,000; inhibition, % at 15 µM; Purified SirT5, succinyl-peptide AMC, trypsin-coupled fluorescence; in the data active means inhibition above about 15%; inconclusive means no clear call, values can overlap the other calls
Target sequence (Q9NXA8 whole entry, looked up): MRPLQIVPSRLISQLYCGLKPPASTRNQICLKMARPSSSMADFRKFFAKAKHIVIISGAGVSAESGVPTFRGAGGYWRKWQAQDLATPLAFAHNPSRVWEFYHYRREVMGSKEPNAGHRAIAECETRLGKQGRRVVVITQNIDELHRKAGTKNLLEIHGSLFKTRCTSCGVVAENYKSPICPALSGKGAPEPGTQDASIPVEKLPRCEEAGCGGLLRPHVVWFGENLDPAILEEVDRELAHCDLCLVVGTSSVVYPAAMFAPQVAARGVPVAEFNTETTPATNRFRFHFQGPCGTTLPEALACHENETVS
ERp5 block – blocks human ERp5 reductase activity on insulin; Q15084; ERp5 insulin aggregation, absorbance 650 nm, 90 min; inhibition, % at 9.99 µM; hit rate 0.05% among 350,000; AID 651711;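 active means mean replicate inhibition above about 25%, with every replicate also reaching it, limit read from the data, passing the limit was not always enough; inconclusive means only one of those two criteria met; inactive means neither criterion met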
Target sequence (Q15084 whole entry, looked up): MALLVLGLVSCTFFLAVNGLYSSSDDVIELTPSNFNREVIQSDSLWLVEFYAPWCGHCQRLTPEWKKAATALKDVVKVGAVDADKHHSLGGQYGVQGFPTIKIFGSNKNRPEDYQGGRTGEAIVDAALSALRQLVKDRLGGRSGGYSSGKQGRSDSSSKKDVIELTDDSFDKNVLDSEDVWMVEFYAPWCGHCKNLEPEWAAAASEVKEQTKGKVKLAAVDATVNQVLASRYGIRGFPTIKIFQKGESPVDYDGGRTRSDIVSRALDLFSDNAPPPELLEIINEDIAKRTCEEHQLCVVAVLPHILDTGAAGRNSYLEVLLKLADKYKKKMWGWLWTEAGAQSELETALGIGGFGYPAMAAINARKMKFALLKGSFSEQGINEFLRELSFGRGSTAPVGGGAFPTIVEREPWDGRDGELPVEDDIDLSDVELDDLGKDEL
Active calls of the source: *; ? = inconclusive; . = not tested or not shown; & = joins results of further samples. Not all compounds are listed (hit frequency here may not be typical).

SMILES	S100A4 inh HTS	E-selectin induc	PglD DTNB	DENV2 CPE	C2C12 statin	SIRT5 block	ERp5 block
Cc1ccc(NC(=O)c2ccc3nc[nH]c3c2)c(O)c1	19	.	-1	4	3	-1	2
N#Cc1c(N)n[nH]c1CCCN	-5	.	-4	15	32	-1	1
COc1ccc(N2CCN(S(=O)(=O)c3ccc4c(c3)NC(=O)CS4)CC2)cc1	-1	.	-5	6	6	-10	-1
C[C@H](NC(=O)c1ccccc1)C(=O)N1CCC2(CC1)NCCc1[nH]cnc12	19	0.0	5	-1	18	-1	-1
Fc1ccc(NC(=S)NNc2ncc(C(F)(F)F)cc2Cl)c(F)c1	-5	.	.	-1	.	0	3
CCc1nc(SCc2ccc(C(=O)OC)o2)c2c(=O)n(C)c(=O)n(C)c2n1	13	-0.1	4	-1	0	0	10
Cn1cccc1/C=N/NC(=O)CSc1nc2ccccc2[nH]1	-2	0.1	9	-3	.	-1	-1
CCCCCCCCN1C(=O)[C@H](CC(=O)NCC23CC4CC(CC(C4)C2)C3)C[C@@]2(C(=O)OCC)CCCC=C12	1	.	.	20*	.	-4	-6
COc1ccccc1NS(=O)(=O)c1cccc(NC(=O)c2nn(C)c(=O)c3ccccc23)c1	-6	-0.2	2	0	-4	-5	-1
O=C(CN1CCCCC1)NC(=O)NC1CCCC1	-1	.	.	5	.	3	-4
CCN(CC)S(=O)(=O)c1cccc(NC(=O)C2CC(=O)N(c3ccc4c(c3)OCCO4)C2)c1 (configuration not stated)	3	0.7	-3	-5	13	-1	-1
OC1(c2cccs2)CN(c2ccc(Cl)cc2)C2=[N+]1CCCS2 (configuration not stated)	2	0.1	.	-2	.	.	2
Cc1ccc(C(=O)OCCn2cc(C#N)c(=O)[nH]c2=O)cc1	3	.	.	0	.	3	2
C[C@@H]1CCCCO[C@H](CN(C)S(=O)(=O)c2cccs2)[C@H](C)CN([C@H](C)CO)C(=O)c2cc(NS(=O)(=O)c3ccccc3)ccc2O1	-6	.	3	-4	.	3	-3
CCc1ccc(NC(=O)NCCCN2CCCC2=O)cc1	2	.	-11	-1	.	-6	2

Among those listed so far, 3 have two or more sulfur atoms.
SMILES	S100A4 inh HTS	E-selectin induc	PglD DTNB	DENV2 CPE	C2C12 statin	SIRT5 block	ERp5 block
COc1ccc(N2CCN(S(=O)(=O)c3ccc4c(c3)NC(=O)CS4)CC2)cc1	-1	.	-5	6	6	-10	-1
OC1(c2cccs2)CN(c2ccc(Cl)cc2)C2=[N+]1CCCS2 (configuration not stated)	2	0.1	.	-2	.	.	2
C[C@@H]1CCCCO[C@H](CN(C)S(=O)(=O)c2cccs2)[C@H](C)CN([C@H](C)CO)C(=O)c2cc(NS(=O)(=O)c3ccccc3)ccc2O1	-6	.	3	-4	.	3	-3

New compounds follow
SMILES	S100A4 inh HTS	E-selectin induc	PglD DTNB	DENV2 CPE	C2C12 statin	SIRT5 block	ERp5 block
CCOC(=O)c1[nH]cnc1C(=O)Nc1cccc(OC)c1	1	0.0	.	5	11	-3	4
Cc1[nH]n(-c2ccccc2)c(=O)c1N=Nc1ccccc1	-14	-4.4	.	2	.	-2	-2
O=c1ccc2cc(S(=O)(=O)N3CCN(c4ccccc4)CC3)ccc2[nH]1	3	-0.9	-3	1	-15	-1	-6
O=C(Nc1cccc(F)c1)N1CCCCN2[C@H](C1)[C@@H](c1ccc(-c3ccccc3F)cc1)[C@@H]2CO	0	-0.4	0	-6	.	7	1
O=C(O)C(c1ccccc1)C1(O)CCCCC1 (configuration not stated)	-6	.	12	-4	-8	-6	0
CCC/C(=N/NC(=O)c1ccc2c(c1)OCO2)c1cccs1	0	.	3	-4	.	-1	-3
CCC1Cc2[nH]c(=S)[nH]c(=O)c2C(c2ccc(Cl)cc2)O1 (configuration not stated)	16	0.4	0	?	0	-4	0
Cc1ccccc1N1CC(C(=O)N2CC(C)CC(C)C2)CC1=O (configuration not stated)	-1	.	1	-3	7	-1	9
O=C(O)C1=C[C@@H](c2csc3ccccc23)C[C@@H](OCCCCO)O1	3&4	0.6	1&6	13&-3	5	-2	-1&-1
C[C@H]1CN([C@@H](C)CO)C(=O)c2cccc(NC(=O)NC3CCCCC3)c2O[C@@H]1CN(C)C(=O)Nc1ccccc1	12	.	1	-15	12	11	-2
C[C@H](CO)N1C[C@H](C)[C@H](CN(C)Cc2cccc(C(=O)O)c2)Oc2cc(C3=CCCC3)ccc2S1(=O)=O	-5	0.0	1	44*	9	.	3
Cc1ccc2c(c1)NC(=O)C(CC(=O)NCCCN1CCN(c3cc(Cl)ccc3C)CC1)O2 (configuration not stated)	1	0.2	3	?	0	-5	-1
CCOC(=O)C1(Cc2cccc(OC)c2)CCN(Cc2cccc(O)c2)CC1	-6	2.8	7	-3	.	5	1
COC(C(=O)Nc1ccnn1C1CCN(Cc2ccc(C)o2)CC1)c1ccccc1 (configuration not stated)	6	.	-9	-3	0	-1	-19
C[C@@H]1CN([C@H](C)CO)C(=O)Cc2cc(NC(=O)Nc3ccccc3)ccc2O[C@@H]1CN(C)S(=O)(=O)c1ccc(Cl)cc1	-35	0.4	.	.	17	.	-4
CC(NC(=O)CN(C)CC(=O)Nc1ccc(Cl)c(C(F)(F)F)c1)c1ccccc1 (configuration not stated)	-5	.	-2	5	-11	-1	13
Cc1ccc(-n2nc(C)c(NC(=O)COC(=O)c3ccccc3NCCO)c2C)cc1	-8	-1.8	.	-1	.	-3	0
CC1CCCC(C)N1CC(O)COCc1ccccc1 (configuration not stated)	6	0.1	3	6	21	-4	0
Cc1cc(=O)[nH]c(N/N=C/c2c[nH]c3ccccc23)n1	1	-0.2	.	-2	-10	5	-3
Cc1cc(C)c2nc(NNC(=O)c3ccc(S(=O)(=O)N4CC(C)CC(C)C4)cc3)sc2c1 (configuration not stated)	-2	1.6	6	-1	37	-2	-5
COc1ccc(NC(=O)Cn2nc(C)c3ccccc3c2=O)cc1	2	0.2	0	2	9	-3	3
COc1ccccc1N1CCN(CC(=O)NC(=O)NCc2ccco2)CC1	1	.	5	0	.	.	-3
CCCN1[C@H](C(=O)N(C)C)[C@@H](CO)[C@@H]2Cn3c(ccc(C4=CCCCC4)c3=O)[C@@H]21	42	-0.4	.	1	.	0	2
COc1ccc(NC(=O)CCNS(=O)(=O)c2ccc(Br)s2)cc1	-10	.	-2	-1	22	1	-8
Fc1ccc(-c2cnn3c(-c4ccncc4)ccnc23)cc1	5	.	.	7	.	-4	1
O=S1(=O)CCO[C@H]2Cc3ccccc3[C@H]2N1Cc1ccc(Cl)cc1	-1	0.4	0	85*	-1	.	6
O=C(Cc1csc(N2CCOCC2)n1)N/N=C/c1ccccc1C(=O)O	-5	0.2	1	4	7	5	4
C[C@H]1CN([C@@H](C)CO)S(=O)(=O)c2ccc(C#CC3CCCCC3)cc2O[C@@H]1CN(C)Cc1cccnc1	-7	.	0	18	-68	18*	15
CC(C)OC(=O)c1cccc2c1C(=O)c1ccccc1-2	1	8.9	5	4	.	0	2
Cc1cc(=O)n(CC(=O)O)c2ccccc12	-1	0.3	.	-2	.	1	4
O=C1N/C(=N/S(=O)(=O)Cc2ccccc2)S/C1=C/c1ccc2c(c1)OCO2	21	.	-5	-5	-3	3	6
CC(C)CN(C(=O)c1ccc(F)cc1F)c1c(N)n(CC(C)C)c(=O)[nH]c1=O	-5	0.3	6	-5	6	-2	-1
C=CCn1c(C(C)C)nc2ccccc21	-5	3.1	-1	2	8	-2	-1
COc1ccc(OCc2cc(C(=O)NC3CCOCC3)no2)c2ccccc12	6	.	.	-3	.	2	3
CCN1CCN(C(=O)c2ccc(Cl)c(S(=O)(=O)N(C)c3ccccc3)c2)CC1	9	-1.2	-4	10	5	-5	0
C[C@H](CO)N1C[C@H](C)[C@@H](CN(C)Cc2ccc(-c3ccccc3)cc2)Oc2ccc(NC(=O)Cn3cnnn3)cc2C1=O	42&1	0.0&0.3	2&-1	-4&-7	-2&43	-1&1	4&0
CCC(C)N=C1CC(C)(C)CC(=O)/C1=C(/O)Cc1ccccc1 (configuration not stated)	-6	-0.1	2	1	-6	0	4
COc1ccc(S(=O)(=O)N(C)C[C@@H]2Oc3c(NC(=O)c4nc5ccccc5s4)cccc3C(=O)N([C@H](C)CO)C[C@@H]2C)cc1	-8	1.1	-3	10	.	11	-9
COc1ccc(CNC(=O)C2CCN(S(=O)(=O)N3CCCCC3)CC2)c(OC)c1	11	1.9	4	-4	3	-3	-2
O=C1N(Cc2cccnc2)C[C@@H]2C[C@@H](c3cccc(Oc4ccccc4)c3)N3CCC[C@@]123	-5	.	5	-10	20	1	0
C[C@@H]1CN([C@@H](C)CO)C(=O)Cc2cc(NC(=O)Nc3ccc(C(F)(F)F)cc3)ccc2O[C@H]1CN(C)C	13	.	-1	6	3	-5	-4
COc1cccc(CNC(=O)CCc2nnc3ccc(NCCCN4CCCC4=O)nn23)c1	-3	.	-4	-1	-9	-2	-2
O=C(NCc1ccccc1)/C(=C\c1cccc([N+](=O)[O-])c1)NC(=O)c1ccco1	-5	0.1	-2	46*	-10	-9	-1
O=C(O)CCC(=O)N1CCc2cc(S(=O)(=O)N3CC=C(c4ccccc4)CC3)ccc21	-4	1.1	-2	-8	7	-1	2
C[C@@H]1CN([C@@H](C)CO)S(=O)(=O)c2ccc(C3=CCCC3)cc2O[C@@H]1CN(C)C	11	0.3	7	3	-1	5	-3
Cc1ccc2c(c1)c1c(n2CC(O)CNC(C)(C)C)CCCC1 (configuration not stated)	-6	.	9	0	20	.	8
CO[C@@H]1CN(C)C(=O)c2ccc(NC(=O)c3ccc(F)cc3)cc2OC[C@@H](C)N(C)C[C@H]1C	-4	0.0	-4	0	-3	0	7
COc1ccc(-c2[nH]c3ccccc3c2SCCNC(=O)c2cc3ccccc3oc2=O)cc1	-1	0.5	-5	0	2	0	2
Cc1csc(SCC(=O)NC23CC4CC(CC(C4)C2)C3)n1	-3	.	1	.	-11	-3	-3
O=C(NN=Cc1ccccc1)C(Oc1ccccc1)c1ccccc1 (configuration not stated)	-2	0.8	.	-7	.	.	-3
O=C(c1nc2ccc(Cl)cn2c1CN1CCC(O)CC1)N1CCc2ccccc2C1	0	0.0	1	-10	3	-3	-1
CN(c1ccc(NC(=O)CCc2c[nH]c3ccccc23)cc1)c1ccccn1	3	2.2	.	9	.	-1	0
Cc1cc(C)c(NC(=O)CNC(=O)c2cc(C3CC3)nn2-c2ccccc2)c(C)c1	-17	-0.5	-3	-7	-1	-1	1
COCc1cccc(-c2csc(C(O)c3ccc(F)c(F)c3)n2)c1 (configuration not stated)	-25	-0.1	1	-4	18	-6	1
CC(C)CC#Cc1ccc([C@H]2[C@H]3CN(C(=O)Nc4cc(F)ccc4F)CC(=O)N3[C@H]2CO)cc1	-2	0.0	.	-4	.	12	-4
CCOc1ccc(CNC(=O)CCC(=O)N2Cc3ccccc3Oc3ncccc32)cc1	2	.	-1	-10	9	-5	0
C[C@H](O)[C@@H]1CN2CCc3ccc(-c4ccc5c(c4)OCO5)cc3[C@@H]2C[C@@H]1N(C)C(=O)c1cccc(Cl)c1	-12	0.2	.	4	.	1	1
O=C(Cn1[nH]c(=O)c2ccccc2c1=O)OCC(=O)c1ccccc1Cl	5	.	3	-11	2	0	4
Cc1ccc(O)c(CN(C)Cc2cc(C)ccc2O)c1	1	0.2	6	-3	0	-8	-6
CCCS(=O)(=O)NC(=O)C1(C)CCN(C(=O)c2sccc2C)C1 (configuration not stated)	13	1.5	-4	-1	12	7	6
COC(C[C@@H](O)CC(=O)[C@H](C)OCc1ccccc1)OC	0	-0.3	11	0	12	0	0
COc1ccc(CCNC(=O)COc2ccc([N+](=O)[O-])cc2)cc1	7	.	6	-2	-8	2	-3

Bioassay records deposited in PubChem BioAssay by Broad Institute.
